HT1080 IDH1KD tx: HT-1080 IDH1 knockdown cell toxicity (counter line). HT-1080 IDH1 knockdown viability, ATP luminescence, 48 h. Potency, µM (series often up to 46.1 µM), for inactives: top-dose activity, negative = toxicity, actives largely listed as cytotoxic. actives 2% (n = 360,000). AID 686971;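 further: 0% = DMSO wells and -100% = cell-free medium wells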
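Using the IDH1-knockdown HT-1080 line run in the same batch and compound series as the NT line, viability after 48 h at 37 °C was determined by CellTiter-Glo luminescence and expressed as % activity.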
GLP1R inv ag: GLP-1 receptor (human) inverse agonism | AID 624417 | HEK293 GLP-1R CRE-luciferase, luminescence, 24 h; GLP-1R form is constitutively active | Potency, µM (top dose mostly 38.3 µM), for the others: top-dose activity change, negative = inhibition, most hits filed as inhibitors | P43220 | actives 1.6% (n = 410,000); further: on the % scale 0 is the no-effect control and ±100 the full control effect; nearly all actives have a fitted effect of over 55% in size
Target sequence (P43220 whole entry, looked up): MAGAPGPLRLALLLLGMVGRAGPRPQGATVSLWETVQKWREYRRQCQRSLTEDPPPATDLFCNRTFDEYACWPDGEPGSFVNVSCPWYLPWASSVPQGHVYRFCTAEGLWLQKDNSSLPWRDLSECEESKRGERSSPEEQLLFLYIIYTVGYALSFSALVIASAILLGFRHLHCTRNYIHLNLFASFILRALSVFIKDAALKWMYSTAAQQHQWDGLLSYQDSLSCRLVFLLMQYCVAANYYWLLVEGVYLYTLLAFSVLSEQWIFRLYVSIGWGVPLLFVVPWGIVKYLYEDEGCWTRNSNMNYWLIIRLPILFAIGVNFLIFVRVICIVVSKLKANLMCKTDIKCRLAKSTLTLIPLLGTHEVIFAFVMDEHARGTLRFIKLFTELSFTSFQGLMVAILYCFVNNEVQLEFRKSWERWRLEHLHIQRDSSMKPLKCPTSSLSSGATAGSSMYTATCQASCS
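Stable HEK293 clone (constitutively active GLP-1R + cAMP-response luciferase); 200 cells/uL plated, 12 h pre-culture, compound 24 hr, 37 deg C/5% CO2; detection reagent 12 min RT; luminescence.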
GLP-1R agonist: activates the human GLP-1 receptor; P43220; HEK293 GLP-1R CRE-luciferase, luminescence, 4-6 h; cells express a hypersensitive GLP-1R form; Potency, µM (top dose mostly 45.6 µM), for the others: at the highest dose activation, hits mostly activators; actives 0.007% (n = 380,000); AID 624172; further: % of control where 0% means no effect
SW480 rerep: inducers of DNA re-replication in SW480 colon cancer cells | SW480 DNA re-replication, Hoechst DNA content imaging, 48 h | Potency, µM (highest dose often 46.1 µM), for the others: at the highest dose re-replication activation, actives largely listed as activators | actives 1.8% (n = 340,000); further: % of control where 0% means no effect; nearly all actives have a fitted effect of over 55% in size
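Compounds, transferred as 23 nL by pin tool, were incubated with cells for 48 hr; DNA content per nucleus was then quantified by Hoechst staining and fluorescence plate imaging.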
TDP-43 yeast inh: inhibitors of TDP-43 toxicity in yeast; AID 652104; Potency, µM (doses to about 46.1 µM), inactives show at the highest dose growth rescue (activation), hits mostly activators; TDP-43 expressing yeast growth rescue, BacTiter-Glo, 24 h; actives 1.8% (n = 410,000); further: % of control where 0% means no effect; nearly all actives have a fitted effect of over 50% in size
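Yeast cells expressing TDP-43 under galactose induction are exposed to compounds for 24 hr at 30 deg C. BacTiter-Glo luminescence measures growth, so protective compounds score as activators.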
GLP1R cytotox: cytotoxicity in counter-screen for GLP-1R inverse agonists; HEK293 cAMP-luciferase reporter cells, luminescence, 24 h; Potency, µM (highest dose often 38.3 µM), inactives show at the top dose activity change, negative = inhibition, usual class: inhibitors; actives 0.13% (n = 410,000);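 further: loss of luciferase light is scored as toxicity; on the % scale 0 is the no-effect control and ±100 the full control effect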
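Cells in DMEM/10% Nu serum/1% pen-strep, 1536-well format. Pre-incubated 12 h, dosed with 23 nL compound, incubated a further 24 h. Luciferase detection, 12 min at room temp, luminescence.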
KB-3-1 cytotox: KB-3-1 parental cell cytotoxicity | KB-3-1 viability, CellTiter-Glo ATP luminescence, 72 h | Potency, µM (highest dose often 46.1 µM), inactives show at the highest dose activity change, negative = cytotoxic, most hits filed as cytotoxic | actives 1.4% (n = 400,000); further: on the % scale 0 is the no-effect control and ±100 the full control effect; nearly all actives have a fitted effect of over 60% in size
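Cytotoxicity in the drug-sensitive parental line KB-3-1 was scored as loss of CellTiter-Glo luminescence following 72 h incubation with compound. Values come from curve fitting of normalized concentration-response data.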
HT1080NT lethal: kills 2HG-producing HT-1080-NT fibrosarcoma cells | Potency, µM (titrated, usually from 46.1 µM), for the others: at the highest dose activity, negative = less viability, most hits filed as cytotoxic | HT-1080-NT fibrosarcoma viability, CellTiter-Glo ATP luminescence, 48 h | actives 1.6% (n = 360,000) | AID 686970;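 further: NT is the 2HG producing partner of a matched IDH1 knockdown line; 0% = DMSO-treated cells and -100% = media-only wells without cells; nearly all actives have a fitted effect of over 55% in size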
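Viability of the 2HG-overproducing fibrosarcoma line after 48 hours of compound exposure at 37 degrees C was determined by luminescence with CellTiter-Glo, and concentration-effect curves were then fitted and categorized.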
KB-V1 cytotox: KB-V1 MDR subline cytotoxicity | KB-V1 MDR cells viability, CellTiter-Glo, 72 h | Potency, µM (titrated, usually from 46.1 µM), without a hit: at the highest dose activity change, negative = cytotoxicity, hits mostly cytotoxic | actives 3.4% (n = 400,000); further: on the % scale 0 is the no-effect control and ±100 the full control effect; nearly all actives have a fitted effect of over 60% in size
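Luminescent ATP read-out (CellTiter-Glo, 10 min) measures survival of drug-selected KB-V1 MDR cells after 72 h, 37 degrees C compound exposure. Medium: phenol-red-free DMEM, 10% FBS. Values from fitted concentration-response curves.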
* hit, by the source's call; u = inconclusive; x = no result given; [ ] = another dose, or the depositor's remark. The call rests on the fitted dose curve; in most records, active means well fitted curve in the direction sought with a large enough effect; inconclusive means small, poorly fitted or top-dose-only effect, or another doubt; inactive means no such curve, though single readings can be large; an effect the other way counts as inactive or inconclusive. Potency means the concentration at half of the fitted maximal effect.

SMILES | HT1080 IDH1KD tx | GLP1R inv ag | GLP-1R agonist | SW480 rerep | TDP-43 yeast inh | GLP1R cytotox | KB-3-1 cytotox | HT1080NT lethal | KB-V1 cytotox
Cc1cccc2c1-c1sc(C(=O)N3CCCCC3)cc1CO2 | -13.5% | u | 16.6% | u | u | 3.2% | -7.6% | -0.4% | 7.3%
COC(=O)CNC(=O)c1ccc(F)cc1 | 6.9% | 3.8% | 7.4% | 0.1%[9.22 µM] | -12.1% | 1.2% | 19.2% | 2.0% | 0.0%
COc1ccc(C(=O)CSc2nnc(COc3ccc(C#N)cc3)n2-c2ccccc2)cc1 | -11.4% | 0.0% | -4.2% | -2.5% | 0.0% | 0.7% | -4.6% | u | -2.8%
CC1(C)CC(=O)C2=C(C1)c1c(ccc3ccccc13)NC2c1ccc(OCC(=O)O)cc1 (stereo not given) | 2.4% | 3.2% | -6.7% | -13.7% | 10.5% | 206.2%[activator] | -0.3% | -2.2% | 21.2%
Cn1ccc2c(-c3ccc4c(c3)OCCO4)cc3c(c21)C1CCC3O1 (stereo not given) | -3.4% | u | 34.1% | x | 22.4µM* | 5.9% | 0.0% | -0.3% | 9.0%
Nc1nc2n(n1)C(c1cccc(Cl)c1)CC(c1ccc(F)cc1)N2 (stereo not given) | -5.2% | 5.9% | -4.5% | 8.2% | 1.8% | -9.1% | -6.5% | -8.7% | 15.2%
COc1ccc(NC(=O)C2CCCN(C(=O)Nc3ccc(F)cc3)C2)cc1OC (stereo not given) | -0.8% | 2.8% | 20.5% | -8.7% | 6.8% | 14.3% | u | -8.7% | 0.0%
CC1=C(C(=O)N2CCCCCC2)CC(CC(=O)NCCCN(C)C)C(=O)N1CCCN1CCCC1=O (stereo not given) | 15.7% | x | x | x | 19.5% | x | x | 6.3% | -11.4%
O=C1NC[C@H](CCCCN2C[C@H](Cc3ccc(O)cc3)N(CC3CCCCC3)C(=O)C2=O)N(CCc2ccc(O)cc2)C1=O | 9.1% | 14.8% | -2.0% | x | 10.1% | 1.2% | 12.8% | 22.7% | -4.8%
CSc1cccc(NC(=O)CCNS(=O)(=O)c2ccc3[nH]c(=O)oc3c2)c1 | -1.8% | 10.1% | 0.6% | -1.0% | -17.2% | -5.8% | -27.1% | 6.1% | 29.7%
C/C(=N\NC(=O)c1c(C)nc2ccccn12)c1ccc(N2CCOCC2)cc1 | 1.1% | 9.5% | 11.5% | -1.2% | -8.2% | -7.1% | -7.6% | 9.0% | 0.0%
CCc1cccc(NC(=S)N(CCCOC(C)C)C2CCN(C(C)=O)CC2)c1 | -7.9% | -11.2% | -2.1% | -6.0% | 8.0% | 3.2% | 7.9% | -4.5% | -0.2%
COC(=O)/C=C1\SC(N)=NC1=O | 4.6% | 11.4% | 4.8% | -9.4% | 19.9% | -17.0% | 7.4% | -5.3% | 12.4%
OCCc1ccc(NCCc2ccco2)cc1 | 9.4% | 19.7% | 12.9% | x | 27.0% | -1.1% | 0.1% | 18.1% | 20.5%
CCc1nnc(NC(=O)CN2CCN(C(=O)c3ccccc3)CC2)s1 | 10.4% | -10.6% | 5.8% | -6.6% | -14.5% | -2.2% | 10.0% | 14.4% | -2.5%
O=[N+]([O-])c1ccc(-c2nc(=S)c3c(o2)CCCC3)cc1 | 15.3% | 1.6% | -1.9% | -4.5% | 5.1% | -6.7% | 2.2% | 22.9% | 18.7%
Cn1cc(-c2cc3n(n2)CCC(=O)N3CCCC(=O)NCc2ccc(F)cc2)c2ccccc21 | x | u | x | x | u | u | u | x | -27.6%
Cc1ccc(C(=O)NC(=S)Nc2cccc(NC(=O)c3ccccc3)c2)cc1[N+](=O)[O-] | 0.8% | u | -18.2% | -27.0% | -3.7% | u | -18.4% | -0.8% | -7.1%
CCCCN(C(=O)c1ccc(N(C)S(=O)(=O)c2ccc(C)cc2)cc1)c1c(N)n(CCC)c(=O)[nH]c1=O | -7.5% | 3.4% | 6.0% | -2.7% | -6.1% | 3.3% | 3.2% | -0.2% | 1.9%
C=CCN(c1ccccc1C(=O)NCC(=O)O)S(=O)(=O)c1ccccc1C | 14.0% | 12.8% | 0.3% | 1.0% | 6.8% | -1.0% | 8.2% | 8.1% | 3.5%
COC(=O)CSc1cc([N+](=O)[O-])cc2c1c(C1OCCO1)nn2-c1ccccc1 | 5.6% | 15.7% | 0.1% | -1.5% | -13.2% | -2.4%[1.53 µM] | 24.1% | -1.2% | 2.8%
COc1c(C)cc(Br)cc1C(=O)O | 1.5% | -1.1% | 4.2% | -4.9% | -22.7% | -5.4% | -0.1% | 2.1% | u
CSc1nc(-c2ccc(Cl)cc2)nn1S(=O)(=O)c1ccccc1 | 4.0% | 8.7% | 30.2% | -4.9% | 9.6% | -17.1% | 0.7% | 6.6% | 6.6%
CC1SC(C)C(=O)N(CC(=O)NC2CCCCC2)C1=O (stereo not given) | 20.6% | 16.3% | 3.8% | 0.9% | 10.1% | 3.1% | -4.7% | 4.8% | 0.2%

Exported with two lines to a compound: part of the list above.
The line under a structure holds: HT1080 IDH1KD tx | GLP1R inv ag | GLP-1R agonist | SW480 rerep | TDP-43 yeast inh | GLP1R cytotox | KB-3-1 cytotox | HT1080NT lethal | KB-V1 cytotox
- CCc1nnc(NC(=O)CN2CCN(C(=O)c3ccccc3)CC2)s1
    10.4% | -10.6% | 5.8% | -6.6% | -14.5% | -2.2% | 10.0% | 14.4% | -2.5%
- O=[N+]([O-])c1ccc(-c2nc(=S)c3c(o2)CCCC3)cc1
    15.3% | 1.6% | -1.9% | -4.5% | 5.1% | -6.7% | 2.2% | 22.9% | 18.7%
- Cn1cc(-c2cc3n(n2)CCC(=O)N3CCCC(=O)NCc2ccc(F)cc2)c2ccccc21
    x | u | x | x | u | u | u | x | -27.6%
- Cc1ccc(C(=O)NC(=S)Nc2cccc(NC(=O)c3ccccc3)c2)cc1[N+](=O)[O-]
    0.8% | u | -18.2% | -27.0% | -3.7% | u | -18.4% | -0.8% | -7.1%

More structures follow.
SMILES | HT1080 IDH1KD tx | GLP1R inv ag | GLP-1R agonist | SW480 rerep | TDP-43 yeast inh | GLP1R cytotox | KB-3-1 cytotox | HT1080NT lethal | KB-V1 cytotox
C=CCSc1ccc(S(=O)(=O)N2CCN(C)CC2)cn1 | -6.7% | -12.8% | -4.5% | 1.4% | -15.8% | -1.9% | 0.2% | -5.8% | -8.6%
CCOc1ccc(NC(=O)c2cc(F)c(F)cc2Cl)cc1OCC | 7.6% | -10.7%[0.307 µM] | 0.9% | -2.9% | u | -0.9%[0.307 µM] | 1.6% | 19.9% | -4.3%
CCOC(=O)c1cnc(SC2CC(=O)N(c3ccc(OC)c(OC)c3)C2=O)nc1N (stereo not given) | 13.7% | 0.0% | u | 24.5% | -20.5% | 26.9% | 2.4% | -2.3% | -3.1%
COC(=O)C1=C/C=C\CN(C(c2ccccc2)c2ccccc2)/C=C\1C(=O)OC | -5.6% | 10µM* | 1.3% | x | 16.7% | 0.2% | u | -9.3% | u
Cc1ccc(N2C(=O)c3ccccc3C2=O)cc1 | 0.7% | 48.3%[activator] | 1.5% | 2.7% | 4.0% | -2.5% | 13.1% | 10.3% | 10.6%
O=C(NCc1ccccn1)c1ccc(Br)s1 | -1.8% | 6.7% | 7.0% | 0.1% | -13.5% | 2.1% | -16.0% | -22.6% | -7.1%
CCOC(=O)N1CCC(NC(=O)CCN2C(=O)C3C4C=CC(C4)C3C2=O)CC1 (stereo not given) | 17.7% | 5.0% | 0.1% | -0.9% | -32.2%[inhibitor] | -8.2% | -3.6% | 15.9% | 16.7%
O=C(Cn1nnc2ccccc2c1=O)NC1CCCc2ccccc21 (stereo not given) | 0.8% | 1.8% | 1.3% | 2.6% | -12.5% | -14.6% | 1.0% | -6.6% | -11.0%
O=C(Nc1ccccc1C(F)(F)F)NC1CCCCCCC1 | -6.4% | -3.2% | -11.3% | 16.3% | -18.3% | -5.0% | 14.1% | -2.5% | 0.0%
Cc1nnc2c(NC(C)C)nc3ccccc3n12 | -13.5% | 151.4%[activator] | 27.0% | 2.7% | -0.5% | -13.0% | 0.0% | -3.1% | u
Cc1ccc2c(c1)CCO[C@@]21O[C@H](CCO)C[C@H](O)[C@H]1O | 9.6% | 15.9% | 5.9% | x | 15.1% | 1.8% | 2.7% | 8.7% | u
Cc1cc(C)n(CC(=O)n2c(C)c(C)c3ccccc32)n1 | 0.8% | -3.6% | 4.2% | 1.4% | 0.1% | -0.4% | -10.7% | 9.7% | 0.0%
Cc1c(NC(=S)NC(=O)c2ccccc2Cl)c(=O)n(-c2ccccc2)n1C | 14.0% | 32.2%[activator] | -5.6% | -1.2% | 5.8% | -7.7% | -5.5% | 16.9% | 0.2%
COc1cc(-c2nnc(COC(=O)c3cc(C)nc4ccc(C)cc34)o2)cc(OC)c1OC | -0.3%[9.24 µM] | 2.2% | 17.0% | -6.8% | -0.5% | 6.5% | 25.4% | 1.2% | u
O=C(CCC1CCN(C(=O)CC2=CCCCC2)CC1)NCc1ccc(F)cc1 | 4.2% | u | -8.9% | x | 19.6% | 2.6% | -9.0% | 0.0% | -9.9%
O=C1C=C(O)CC(c2ccc(Cl)c(Cl)c2)C1 (stereo not given) | 4.3% | -11.0% | -15.2% | -1.4%[9.22 µM] | 2.4% | 5.5% | 9.4% | -2.9% | 2.5%
CCCc1cc(=O)[nH]c(SCC(=O)Nc2ccc(OC(F)F)cc2)n1 | -27.1% | 11.6% | 2.0% | -5.1% | -7.4% | 13.6% | 0.6% | -8.6% | 4.5%
CC1(C(=O)Nc2ccc3c(c2)OCO3)CCN1C(=O)Cc1cc(F)ccc1F (stereo not given) | 3.7% | 6.0% | 4.7% | x | 25.5% | -2.7% | -3.2% | -0.8% | u
Cc1ccc(-c2ccnc(=S)[nH]2)cc1 | 9.0% | 63.2%[activator] | 0.7% | -0.5% | 7.6% | 5.6% | 18.7% | 14.5% | 0.4%
CC(C)(C)C(=O)OCc1cn(-c2ccccc2)nn1 | 2.2% | 3.5% | 0.0% | -0.9% | u | -7.5% | 12.2% | 6.2% | 10.8%

High-throughput results (PubChem BioAssay)

Compounds as they come, and some 9.4% of all compounds hit somewhere here.
